High-throughput results as filed in PubChem.
KDM5B inh = inhibitors of human KDM5B histone demethylase; Q9UGL1; KDM5B demethylase, FDH-coupled NADH fluorescence (FDH is formaldehyde dehydrogenase); Potency, µM (titrated, usually from 57.7 µM), for inactives: top-dose activity change, negative = inhibition, actives largely listed as inhibitors; 2.6% of 220,000 active; active means well fitted inhibition curve with a large enough effect; inconclusive means small, poorly fitted or top-dose-only effect; inactive means no such curve, though single readings can be large or run the other way; further: 0% is about no effect; nearly all actives have a fitted effect of over 70% in size
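Inhibition is measured as reduced NADH fluorescence generation from FDH coupling to formaldehyde release. Truncated KDM5BΔAP at 200 nM final acts on H3K4me3 peptide (12.5 µM in substrate mix) in pH 7.5 HEPES buffer with Tween-20, 30 min, room temperature.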
Active calls of the source: *; ? = inconclusive; [ ] = dose if it differs, or a comment. Potency means the concentration at half of the fitted maximal effect.

SMILES	KDM5B inh
CC(C)c1ccccc1OCC(=O)N1CCCN(C)CC1	10%
CC1(C)C(C(=O)N2CCC3(CC2)Nc2ccccc2NC3=O)C1(C)C	6%
C=C1C/C(=C/C)C(=O)O[C@@H]2CCN3CC=C(COC(=O)[C@]1(C)O)[C@H]23	-2%
O=C(NC1CCCCC1)N1C[C@@H]2C[C@H](C1)c1c(-c3cncnc3)ccc(=O)n1C2	-12%[86.2 µM]
O=C([C@H]1CN2CCC1C[C@@H]2Cn1cc(CCO)nn1)N1CCCC1 (some centres not stated)	-5%[86.2 µM]
C=C[C@H]1CN2CC[C@H]1C[C@@H]2CNC(=O)c1ccc(F)c(Cl)c1	34%[86.2 µM]
Cc1nc(-c2cccs2)cc([C@H]2CN3CC[C@H]2C[C@@H]3CNC(=O)c2ccc(N(C)C)cc2)n1	-18%
COc1ccccc1NC(=O)N1C[C@@H]2C[C@H](C1)c1c(-c3cccs3)ccc(=O)n1C2	9%[86.2 µM]
Cc1cc(O)c2c(C)c(CC(=O)N3CCN(Cc4ccccc4)CC3)c(=O)oc2c1	-6%
COc1ccc(-c2cc([C@H]3CN4CC[C@H]3C[C@@H]4CNC(=O)C3CC3)nc(C)n2)cc1OC	?
COC(=O)c1ccc(C2SCC(=O)Nc3n[nH]c(C)c32)cc1 (configuration not stated)	5%
COc1ccc(-c2cn(C[C@H]3CC4CCN3C[C@@H]4C(=O)NCCNC(C)=O)nn2)cc1 (some centres not stated)	-4%[86.2 µM]
COc1ccc2c(c1)C1(CCN(C(=O)Nc3cccc(C)c3)C1)C(=O)N2C (configuration not stated)	-4%
CCC(CC)c1cc([C@H]2CN3CC[C@H]2C[C@@H]3CO)nc(-c2ccncc2)n1	2%[86.2 µM]
NC(N)=NC(N)=Nc1ccc(Cl)cc1	-8%
CC(Cc1ccccc1)NCC(=O)Nc1cc(N(C)C)nc2ccccc12 (configuration not stated)	?
CCNCCc1ccccc1	15%
c1ccc(CN2CCCC3(CC(c4ccccn4)=NO3)C2)nc1 (configuration not stated)	-12%[149 µM]
CNC(=O)NC(=O)C(C)Cl (configuration not stated)	10%
O=[S+]1([O-])NCC2(CCN(Cc3ccncc3)C2)Oc2ncccc21 (configuration not stated)	-16%[149 µM]
CC(=O)N1CCC(NC[C@H]2C[C@@H]3CCN2C[C@@H]3c2cc(C3CCCC3)nc(C)n2)CC1	3%[86.2 µM]
COc1cc2c(cc1OCc1ccccc1)N(C(=O)[C@@H]1CCCO1)CC21CCN(C)CC1	-27%[86.2 µM]
CCc1ccc(NC2=NCCCS2)cc1	34%
NCCc1ccc2c(c1)OCCO2	20%
CN1CCN(C(=O)Cc2c[nH]c3ncc(-c4ccccc4F)cc23)CC1	35µM*
Further entries follow:
SMILES	KDM5B inh
COc1ccc(NC(=O)N2[C@H]3CC[C@@H]2c2cnc(C)nc2C3)cc1OC	25%
NCCCc1c[nH]c2ccccc12	4%
Cc1nc(-c2cccs2)cc([C@H]2CN3CC[C@H]2C[C@@H]3COC(=O)NC2CCCCC2)n1	8%
CCOP(=O)(Cc1ccc(C#N)o1)OCC	29%
COc1ccc([C@@H]2CN(S(=O)(=O)N3CCCC3)[C@@H]3C4CCN(CC4)[C@@H]32)cc1	-8%
c1cc2nc(C3CCNCC3)[nH]c2cn1	?
COc1cc2c(cc1Oc1ccccc1)NC(=O)C21CCN(c2nc(C)cc(C)n2)CC1	?
O=C(Cc1cccc(F)c1)N1[C@H]2CC[C@@H]1c1cnc(-c3ccc(F)cc3)nc1C2	-12%
COc1cc2c(cc1Oc1ccccc1)NC(=O)C21CCN(C(=O)C(C)C)CC1	-1%[86.2 µM]
COc1ccc(-c2cc([C@H]3CN4CC[C@H]3C[C@@H]4CNC(=O)N3CCOCC3)n(C)n2)cc1OC	-3%
O=C(Nc1ccc(OC(=O)N2CCCCC2)cc1)N1CCOCC1	20%
Cc1cc(C)cc(-n2c(=O)[nH]c3ccccc3c2=O)c1	?
Fc1ccc(NC(=S)NCCc2cnc[nH]2)cc1	17%
Cc1ccc(C)c(S(=O)(=O)N2[C@H]3CC[C@@H]2c2cnc(-c4ccccc4)nc2C3)c1	-31%
COc1cc2c(cc1Oc1ccccc1)NC(=O)C21CCN(C(=O)c2cccc(O)c2)CC1	-24%
CCCCc1cn(C[C@H]2C[C@@H]3CCN2C[C@@H]3C(=O)Nc2nccs2)nn1	2%[86.2 µM]
N#Cc1cccc(NC(=O)N2C[C@@H]3C[C@H](C2)c2c(-c4ccccc4)ccc(=O)n2C3)c1	22%[86.2 µM]
C[C@H]1CCC[C@@H](O)CCCCCc2cc(O)cc(O)c2C(=O)O1	18%
O=C(/C=C/c1c[nH]c2ccccc12)c1c(O)n(CCc2ccccc2)c(=O)[nH]c1=O	?
CCOc1ccc(C(=O)N2CCC3(CC2)c2nccn2-c2ccccc2CN3C)cc1	-11%
COc1cc2c(cc1OCc1ccccc1)N([S+](=O)([O-])c1ccc3c(c1)CCO3)CC21CCN(C)CC1	-23%
O=C(O)c1cn(Cc2ccc(F)cc2)nn1	-21%
Cc1nc(-c2ccc(F)cc2)cc([C@H]2CN3CC[C@H]2C[C@@H]3CNC(=O)c2ccco2)n1	-20%[86.2 µM]
Cc1cccn2c(=O)c3c(nc12)N1CCCCC1C1(C3)C(=O)N(C)C(=O)N(C)C1=O (configuration not stated)	?
COCC(=O)NC[C@H]1C[C@@H]2CCN1C[C@@H]2c1cc(-c2cccs2)nn1C	9%[86.2 µM]

7 structures from above, ordered by SMILES length, ascending.
SMILES	KDM5B inh
c1cc2nc(C3CCNCC3)[nH]c2cn1	?
O=C(O)c1cn(Cc2ccc(F)cc2)nn1	-21%
Fc1ccc(NC(=S)NCCc2cnc[nH]2)cc1	17%
COc1cc2c(cc1Oc1ccccc1)NC(=O)C21CCN(C(=O)C(C)C)CC1	-1%[86.2 µM]
COc1cc2c(cc1Oc1ccccc1)NC(=O)C21CCN(c2nc(C)cc(C)n2)CC1	?
O=C(/C=C/c1c[nH]c2ccccc12)c1c(O)n(CCc2ccccc2)c(=O)[nH]c1=O	?
Cc1nc(-c2ccc(F)cc2)cc([C@H]2CN3CC[C@H]2C[C@@H]3CNC(=O)c2ccco2)n1	-20%[86.2 µM]

New compounds follow:
SMILES	KDM5B inh
O=S(=O)(c1ccc(F)cc1)N1CCCCC1c1cccnc1 (configuration not stated)	-1%
Cc1ccccc1-n1c(/C=C/c2ccc(O)cc2)nc2ccccc2c1=O	?
CC(=O)N1C[C@@H]2C[C@H](C1)c1ccc(NC(=O)c3ccc(F)cc3)c(=O)n1C2	-28%[86.2 µM]
COc1ccccc1CNC(=O)[C@H]1CN2CCC1C[C@@H]2Cn1cc(-c2cccc(N)c2)nn1 (some centres not stated)	-24%
COc1ccc(-n2c(/C=C/c3cccc(F)c3)nc3ccccc3c2=O)cc1Cl	5%
Fc1cccc(C2NCc3ccccc3-n3cccc32)c1 (configuration not stated)	-1%
c1ccc(P(c2ccccc2)c2ccccn2)cc1	28%
COc1ccc(C2SCC(=O)Nc3[nH]ncc32)cc1OC1CCCC1 (configuration not stated)	16%
CC12CC[C@H]3[C@@H](CCC4(O)CC(O[N+](=O)[O-])CCC34CO[N+](=O)[O-])C1(O)CCC2C1=CC(=O)OC1 (some centres not stated)	?
COc1ccc(-n2c(O)c(C(C)=NCC3CCCO3)c(=O)[nH]c2=O)cc1 (configuration not stated)	5%
O=c1c(-c2cccs2)ccc2n1C[C@H]1C[C@@H]2CN(Cc2cc3ccccc3o2)C1	32µM*
COc1ccc(NC(=O)CN2C(=O)C(C)N=C(c3ccccc3)c3ccccc32)cc1OC (configuration not stated)	-19%
CCc1ccc(C(=O)N2CCC3(CC2)c2nccn2-c2ccccc2CN3C)cc1	-3%
Cc1ccc2c(c1)Sc1ccc(C)cc1S2	4%
O=C1NCC2(CCCN(Cc3cc(=O)c4cccc(F)c4[nH]3)C2)O1 (configuration not stated)	?
CSc1nc(N)c2c(n1)OC(N)=C(C#N)C2c1cc(Br)ccc1F (configuration not stated)	-18%
O=C1[C@H]2CNC[C@H]2C(=O)N1CCc1ccccc1	15%
O=C(c1ccccc1)N1CCN(C/C=C/c2ccccc2)CC1	-6%
COCCn1c(C)cc(C(=O)NC2CCc3nnc(C4CC4)n3CC2)c1C (configuration not stated)	1%
COc1cc2c(cc1Oc1cccc(N(C)C)c1)NC(=O)C21CCN(Cc2ccccn2)CC1	3%
FC(F)(F)CN1C2CCC1CN(c1nncc3ccccc13)C2	-5%[149 µM]
N#Cc1ccc(NC(=O)CCC2CCCC2)cc1Cl	-3%
CN(C)Cc1ccccc1-c1ccc2n(c1=O)C[C@H]1C[C@@H]2CN(C(=O)c2cccs2)C1	?
Cc1ccc(-n2cccc2CC(=O)N2CCN(C3CCN(C)CC3)CC2)cc1	?
Cn1nc(C2CCCCC2)cc1[C@H]1CN2CC[C@H]1C[C@@H]2CNC(=O)c1ccc2c(c1)OCO2	15%
(continued)
SMILES	KDM5B inh
Nc1c(C(=O)Nc2ccc(Br)cc2F)sc2nc3c(cc12)N1CCC3CC1	?
O=c1cc[se]c2ccccc12	0%
CCOP(=O)(C#Cc1ccccc1)C(O)c1ccc(Br)cc1 (configuration not stated)	8%
C#CCNC1CCCCC1	-4%
C=C[C@H]1CN2CC[C@H]1C[C@@H]2CNS(=O)(=O)c1cccs1	-2%[86.2 µM]
Cc1ccc2nc(C(=O)N3CC4CC(C3)c3cccc(=O)n3C4)cn2c1 (configuration not stated)	?
CC(C)(C)NC(=O)N1[C@H]2CC[C@@H]1c1cncnc1C2	-5%
O=C(NC[C@H]1C[C@@H]2CCN1C[C@@H]2CN1CCN(c2ccccn2)CC1)Nc1ccccc1	-12%[86.2 µM]
Cc1cc(OCC(=O)N2CCN(Cc3nc(N)c4ccccc4n3)CC2)ccc1C(C)C	11%
COc1ccc(-c2cc([C@H]3CN4CC[C@H]3C[C@@H]4CNC(=O)c3ccc(C)cc3)n(C)n2)cc1OC	-11%
CCS(=O)(=O)N1CC(COC)C2(CCNCC2)C1 (configuration not stated)	-18%
c1cncc(CN2CCOC[C@H]3CCNC[C@H]32)c1	54%[activator]
O=C(Cc1ccccc1)N1Cc2ccccc2CC2(CCCCN2Cc2ccccn2)C1 (configuration not stated)	?
O=C(Nc1cccc2c1CCCC2)N1CCC2(CC1)OCCO2	-6%
Cc1nn(-c2ncnc3nc[nH]c23)c2c1C(c1c(Cl)cccc1Cl)SCC(=O)N2 (configuration not stated)	-12%
O=C1CC2CCN(Cc3ccncc3)CC2CCN1 (configuration not stated)	?
O=C(NC1CCCCC1)[C@H]1CN2CC[C@H]1C[C@@H]2Cn1cc(C2(O)CCCCC2)nn1	-6%[86.2 µM]
O=[S+]1([O-])NC2(CCN(Cc3cccnc3)C2)COc2ccncc21 (configuration not stated)	-3%[115 µM]
COc1ccc(-c2cc([C@H]3CN4CC[C@H]3C[C@@H]4CNC(=O)N3CCOCC3)nc(C)n2)cc1OC	22µM*
Cc1ncc2c(n1)C[C@@H]1CC[C@H]2N1C(=O)c1ccnn1C	16%
CC(C)CCN1C[C@@H]2C(=O)N(C)C(=O)[C@@H]2C1	7%
CCN1CCN(C(=O)COc2ccc3c(=O)c(Oc4ccccc4)c(C)oc3c2)CC1	3%
c1cncc(C2CCCCN2Cc2cc3n(n2)CCNC3)c1 (configuration not stated)	-18%
C=CCn1c(O)c(C(CC)=Nc2ccc3c(c2)CCC3)c(=O)[nH]c1=O	31%
CCC(=O)N1[C@H]2CC[C@@H]1c1cnc(-c3ccc(F)cc3)nc1C2	25%
Continued.
SMILES	KDM5B inh
COc1ccccc1-c1cc([C@H]2CN3CC[C@H]2C[C@@H]3CNC(=O)N2CCOCC2)n(C)n1	39%[activator][86.2 µM]
COc1ccc(N2C(=O)/C(=C/c3cccs3)C(=O)NC2=S)cc1	?
COc1ccc(-c2cc([C@H]3CN4CC[C@H]3C[C@@H]4CNC(=O)C3CCC3)nc(C)n2)cc1OC	32µM*
CC(=NCCc1c[nH]c2ccccc12)c1c(O)n(Cc2ccccc2)c(=O)[nH]c1=O	-24%
CN1CCN(c2ccc(C#N)cn2)CC1	-10%
Cc1nc(C)c(C(=O)N2[C@H]3CC[C@@H]2c2cnc(-c4ccccc4)nc2C3)s1	-13%
CCC(CC)c1cc([C@H]2CN3CC[C@H]2C[C@@H]3CNC2CCN(C)CC2)nc(-c2ccncc2)n1	?
CCCSc1ncc(CN2CC[C@H]3CNC[C@H]32)cn1	-16%
CCCS(=O)(=O)NC[C@H]1C[C@@H]2CCN1C[C@@H]2c1cc(-c2ccccc2)nc(C)n1	3%[86.2 µM]
CN1CCC(N2C[C@@H]3C[C@H](C2)c2c(NC(=O)c4ccccn4)ccc(=O)n2C3)CC1	-12%[86.2 µM]
Cc1cccc(CN2CCN(Cc3ccccc3F)CC2)c1	?
CCNC(=S)NCCC1=c2ccccc2=N/C1=C\c1c(O)n(C)c(=O)n(C)c1=O	?
COCCCn1c(N)c(C(=O)NCc2ccco2)c2nc3ccccc3nc21	?
CCCCCCC(=O)c1c(O)n(-c2ccccc2OC)c(=O)[nH]c1=O (tested in a mixture with another compound)	1%
NCCc1cccc(N)n1	?
Cc1cccc(-n2c(/C=C/c3ccco3)nc3ccccc3c2=O)c1	?
O=S(=O)(NC[C@H]1C[C@@H]2CCN1C[C@@H]2CN1CCN(c2ccccn2)CC1)c1ccccc1	22%
CN1CCN(C(=O)Cc2cccn2-c2ccc(F)cc2)CC1	-14%
CC(C)Cc1nc(N2CCNCC2)c(C#N)c2c1CCCC2	11%
OCC1CN(C2CCC2)CC12CCN(Cc1ccncc1)CC2 (configuration not stated)	?

3 records picked at random from those above, as already listed:
SMILES	KDM5B inh
CN1CCN(C(=O)Cc2cccn2-c2ccc(F)cc2)CC1	-14%
Cc1cccc(-n2c(/C=C/c3ccco3)nc3ccccc3c2=O)c1	?
O=S(=O)(NC[C@H]1C[C@@H]2CCN1C[C@@H]2CN1CCN(c2ccccn2)CC1)c1ccccc1	22%

The list is partial. The share of hits here may be higher or lower than overall.
